Source: PubChem
AHR act: activators of human aryl hydrocarbon receptor; P35869; AHR-responsive luciferase reporter cells, luminescence; activation, % at 5 µM; 2.5% of 320,000 active; in the data active = activation above about 47%;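 note: 0% = vehicle wells and 100% = reference agonist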
EBNA-1 inhibitor: blocks EBNA-1 binding to DNA | inhibition, % at 14.8 µM | EBNA-1 DNA binding, fluorescence polarization | 0.34% of 300,000 active; in the data active = inhibition above about 28%
procasp3 activ: activators of human procaspase-3; recombinant procaspase-3 D3A, Ac-DEVD-pNA absorbance 405 nm; 0.11% of 330,000 active; activation, % at 8.5 µM; P42574;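 active = activation above the mean of all tested compounds plus 3 SD, cut at about 21% in these data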;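 note: 0% = DMSO alone and 100% = DMSO wells spiked with extra 5 µM PC-3 D3A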
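Test system: Procaspase-3 D3A mutant; medium: Zinc-free HEPES/NaCl buffer with 0.01% Triton X-100 at pH 7.4; reagent: DEVD-pNA substrate; doses: one concentration, 8.5 µM nominal, 0.8% DMSO; times: 1 h preincubation plus 2 h reaction at 25 °C; signal: Epi-absorbance at 405 nm of released p-nitroaniline, 0 and 120 min; replicates: singlicate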
procasp7 counter: counter-screen: procaspase-7 (human) activation | activation, % at 8.5 µM | P55210 | recombinant procaspase-7, Ac-DEVD-pNA absorbance 405 nm; D23A/D198A/D206A triple mutant, cannot self-cleave; scale: DMSO 0, 5 µM enzyme 100 | 0.093% of 330,000 active;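 active = percent activation above the screen-wide mean plus 3 SD, cut at about 25% in these data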
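signal = Epi-absorbance of released pNA at 405 nm, two timepoints | assay system = Uncleavable procaspase-7 mutant enzyme | reagent = Ac-DEVD-pNA substrate, 400 µM as added | times = 1 h enzyme–compound preincubation and 2 h substrate reaction, both 25 °C | benchmarks = low DMSO alone, high DMSO plus 5 µM PC-7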
LAP4-GFP MLPCN: modulators of TOR pathway LAP4-GFP in S. cerevisiae; S. cerevisiae LAP4-GFP multiplex, flow cytometry GFP, 3 h; median GFP as percent of DMSO wells; GFP response vs DMSO, % at 10 µM; 0.34% of 320,000 active;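 active = GFP response vs DMSO above a set limit, about the screen mean plus 3 SD, cut at about 150% in these data; inconclusive = under 70 cell events counted for the yeast strain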
RPL19A TOR yeast: yeast TOR pathway RPL19A-GFP modulation; S. cerevisiae RPL19A-GFP strain, flow cytometry, 3 h; hits give low values; percent response vs DMSO, % at 10 µM; 0.3% of 330,000 active; AID 2025;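 active = percent response vs DMSO below 50%; inconclusive = fewer than 70 events counted for the yeast strain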;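 note: median channel GFP fluorescence of the barcoded RPL19A-GFP strain; ratio of sample median GFP to plate DMSO average so 100% = DMSO; lower means less RPL19A-GFP as with rapamycin TOR inhibition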
ZTA counter: blocks Epstein-Barr virus ZTA, an EBNA-1 counter-screen; inhibition, % at 11 µM; ZTA-DNA binding, fluorescence polarization; 0.15% of 320,000 active; P03206; AID 2234; in the data active = inhibition above about 33%
MEP2-GFP yeast: yeast TOR pathway MEP2-GFP modulation; S. cerevisiae MEP2-GFP strain, flow cytometry GFP, 3 h; 100% = DMSO control level; GFP response vs DMSO, % at 10 µM; 0.51% of 330,000 active;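 active = GFP response versus DMSO above a set limit, roughly screen mean plus 3 SD, cut at about 180% in these data; inconclusive = fewer than 70 cells counted for a yeast strain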;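 note: median GFP fluorescence of the barcode-gated MEP2-GFP cells per well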
Numbers without * were called inactive; ? = inconclusive; / = not tested or not shown.

Fields: AHR act | EBNA-1 inhibitor | procasp3 activ | procasp7 counter | LAP4-GFP MLPCN | RPL19A TOR yeast | ZTA counter | MEP2-GFP yeast
1: NC(=S)N/N=C/c1coc2cc(Br)ccc2c1=O
→ 41 | 7 | -10 | -21 | 102 | 95 | -4 | 94
2: COc1ccc(OCc2cccc(C(=O)Nc3cc(C)on3)c2)cc1
→ -11 | 3 | 3 | 6 | 99 | 94 | -4 | 100
3: COC(=O)c1ccc(C23CC4(C2)[C@H](CN(Cc2ccc(-c5ccccc5)cc2)[C@@H]4c2ccccc2)C3c2ccc(C(F)(F)F)cc2)cc1 (stereo not given in full)
→ 0 | 8 | 12 | 4 | 122 | 104 | 6 | 94
4: O=C(O)c1ccccc1C(=O)Nc1ccccn1
→ 2 | 2 | 7 | -2 | 102 | 96 | 1 | 103
5: O=C(/C=C/Nc1ccccc1)c1ccc(Oc2ncccn2)cc1
→ -5 | 5 | 3 | 3 | 112 | 107 | 20 | 105
6: Oc1ccc(C2Nc3cccc4cccc(c34)N2)cc1
→ 10 | 2 | 9 | 9 | 108 | 98 | 4 | 184*
7: COc1ccccc1C(=O)CSc1n[nH]c(N)n1
→ 4 | -16 | 2 | 3 | 102 | 103 | -5 | 106
8: O=C(O)c1cc([N+](=O)[O-])ccc1NCc1ccccn1
→ 3 | -3 | -5 | -7 | 96 | 93 | 4 | 109
9: Cc1c(CN2CCCC(CO)(Cc3cccc(Cl)c3)C2)cnn1C (stereo not given)
→ 0 | -5 | 0 | 10 | 105 | 94 | 1 | 103
10: CCN(C(C)=O)c1nc(CSc2nnc(NC(C)C)s2)cs1
→ 0 | -6 | 7 | 4 | 110 | 110 | -1 | 109
11: COC(=O)c1ccc(NC(=O)CSCc2ccccc2C)cc1
→ 1 | 1 | 4 | 1 | 112 | 96 | -15 | 99
12: CCC(CC(C)(C)O)C(=O)NNC(=S)Nc1ccccc1 (stereo not given)
→ 1 | 11 | -15 | -9 | 106 | 103 | 8 | 104
13: O=C(Cn1cc([N+](=O)[O-])cn1)Nc1ccn(Cc2c(F)c(F)cc(F)c2F)n1
→ -4 | -3 | -4 | 2 | 99 | 98 | -9 | 103
14: CC(C)OP(C)(=O)CN1CCN(CP(C)(=O)OC(C)C)CC1 (stereo not given)
→ 0 | 17 | -6 | 3 | 97 | 103 | -6 | 104
15: CS(=O)(=O)N1CCN(c2ccccc2NC(=S)NC(=O)c2cccs2)CC1
→ 15 | -5 | 2 | -4 | 98 | 102 | 5 | 98
16: CC(=O)Nc1ccc(S(=O)(=O)N2CCc3ccccc3C2)cc1
→ 14 | -12 | -10 | 3 | 97 | 97 | -8 | 96
17: O=C(COC(=O)CC1CC2CCC1C2)NC(=O)NC1CCCC1 (stereo not given)
→ 2 | -15 | -2 | 2 | 103 | 95 | -3 | 93
18: CCN(CC)C(=O)c1nc[nH]c1C(=O)O[C@@H](C)c1ccccc1
→ -2 | / | 1 | 9 | 98 | 94 | / | 97
19: COC1(c2ccccc2)NC(=S)NN=C1c1ccccc1 (stereo not given)
→ 4 | 3 | -3 | -26 | 103 | 101 | 1 | 105
20: O=[N+]([O-])c1ccccc1S(=O)(=O)N1CCN(CC2CC=CCC2)CC1 (stereo not given)
→ -1 | -10 | -10 | -3 | 104 | 102 | -15 | 101

Record cards, as listed above.
CC(=O)Nc1ccc(S(=O)(=O)N2CCc3ccccc3C2)cc1 is listed with AHR act: 14; EBNA-1 inhibitor: -12; procasp3 activ: -10; procasp7 counter: 3; LAP4-GFP MLPCN: 97; RPL19A TOR yeast: 97; ZTA counter: -8; MEP2-GFP yeast: 96
CCC(CC(C)(C)O)C(=O)NNC(=S)Nc1ccccc1 (stereo not given) is listed with AHR act: 1; EBNA-1 inhibitor: 11; procasp3 activ: -15; procasp7 counter: -9; LAP4-GFP MLPCN: 106; RPL19A TOR yeast: 103; ZTA counter: 8; MEP2-GFP yeast: 104
CCN(CC)C(=O)c1nc[nH]c1C(=O)O[C@@H](C)c1ccccc1 is listed with AHR act: -2; EBNA-1 inhibitor: /; procasp3 activ: 1; procasp7 counter: 9; LAP4-GFP MLPCN: 98; RPL19A TOR yeast: 94; ZTA counter: /; MEP2-GFP yeast: 97

Continuation.
Fields: AHR act | EBNA-1 inhibitor | procasp3 activ | procasp7 counter | LAP4-GFP MLPCN | RPL19A TOR yeast | ZTA counter | MEP2-GFP yeast
21: CC1CC(C)(C)NC(=S)N1CC(=O)NCc1ccc2c(c1)OCO2 (stereo not given)
→ 0 | -6 | 1 | 0 | 94 | 94 | 4 | 99
22: CCOc1ccccc1C(=O)N(C)Cc1cc2ccccc2[nH]c1=O
→ 8 | 5 | 3 | 12 | 112 | 108 | 8 | 113
23: O=C(NCCc1ccc(C(F)(F)F)cc1)C1CC(=O)N(c2ccc3c(c2)OCCO3)C1 (stereo not given)
→ -2 | / | -2 | 4 | 99 | 98 | 0 | 98
24: COc1ccccc1OCC#CCn1ccnc1
→ 60* | -5 | 0 | 5 | 88 | 100 | -14 | 108
25: Nc1c(Cl)ncnc1N/N=C/c1ccncc1
→ 14 | -1 | -1 | -2 | / | 107 | -10 | 102
26: O=[N+]([O-])c1ccc(N2CCN(c3cccc(Cl)c3)CC2)cn1
→ -6 | -8 | -8 | -10 | 101 | 102 | 10 | 105
27: COc1ccccc1-c1cn[nH]c1-c1ccc(O)cc1O
→ 31 | 4 | -2 | 8 | 92 | 100 | -1 | 99
28: C=CCC(Nc1ccco1)c1ccccc1 (stereo not given)
→ 1 | -9 | 9 | 1 | 104 | 96 | 9 | 99
29: Cc1ccc(NCc2ccccc2)cc1
→ 1 | -14 | -1 | 1 | 100 | 100 | -9 | ?
30: CCOC(CNC(=O)C(=O)NCC(c1ccco1)N1CCN(c2ccc(OC)cc2)CC1)OCC (stereo not given)
→ -1 | -2 | 2 | 9 | 100 | 100 | 1 | 98
31: O=C(NCC(c1ccco1)N1CCOCC1)C1CCCCC1 (stereo not given)
→ -1 | 1 | -5 | 0 | 99 | 105 | 1 | 105
32: CCn1cnc2c1c(=O)n(Cc1csc(-c3ccccc3)n1)c(=O)n2Cc1ccccc1
→ 4 | -2 | 8 | 0 | 105 | 96 | -2 | 109
33: CCN(CC)C(=O)Cn1cc(C(=O)C(=O)NCCc2c[nH]c3ccccc23)c2ccccc21
→ 1 | -7 | 2 | 16 | 100 | 97 | -5 | 98
34: CCCCCC(=O)Nc1nc(C)c(-c2csc(Nc3ccccc3OC)n2)s1
→ 85* | -7 | 9 | -7 | 109 | 98 | 5 | 91
35: COc1ccc(CC(=O)NNC(=O)c2ccc(Br)s2)cc1OC
→ -1 | / | 7 | -6 | 90 | 95 | / | 108
36: CCCN(C(=O)c1ccc(N2CCCC2=O)cc1)C1CCS(=O)(=O)C1 (stereo not given)
→ 2 | / | 7 | 2 | 104 | 101 | 9 | 99
37: C/C(=N\NC(=O)c1cccc(S(=O)(=O)N2CCCCC2)c1)c1ccc(C)o1
→ 0 | 3 | 0 | 8 | 96 | 100 | 20 | 101
38: Clc1ccc(-c2cc(CSc3cccc(Cl)c3)on2)cc1
→ -11 | 10 | 3 | 3 | 97 | 101 | 11 | 101
39: Cc1cccc(NC(=O)CSc2nnc([C@@H](N)Cc3ccccc3)o2)c1C
→ 2 | -11 | 1 | -10 | 118 | 90 | -15 | 123
40: Cc1cccc(NC(=O)c2cc(-c3ccc(C)s3)nc3ccccc23)n1
→ 56* | 8 | 2 | 12 | 110 | 101 | 8 | 105

Rewritten bar-delimited: part of the list above
cpd | mol | AHR act | EBNA-1 inhibitor | procasp3 activ | procasp7 counter | LAP4-GFP MLPCN | RPL19A TOR yeast | ZTA counter | MEP2-GFP yeast
31 | O=C(NCC(c1ccco1)N1CCOCC1)C1CCCCC1 (stereo not given) | -1 | 1 | -5 | 0 | 99 | 105 | 1 | 105
32 | CCn1cnc2c1c(=O)n(Cc1csc(-c3ccccc3)n1)c(=O)n2Cc1ccccc1 | 4 | -2 | 8 | 0 | 105 | 96 | -2 | 109

Structural class: those above containing a CF3 group
Fields: AHR act | EBNA-1 inhibitor | procasp3 activ | procasp7 counter | LAP4-GFP MLPCN | RPL19A TOR yeast | ZTA counter | MEP2-GFP yeast
3: COC(=O)c1ccc(C23CC4(C2)[C@H](CN(Cc2ccc(-c5ccccc5)cc2)[C@@H]4c2ccccc2)C3c2ccc(C(F)(F)F)cc2)cc1 (stereo not given in full)
→ 0 | 8 | 12 | 4 | 122 | 104 | 6 | 94
23: O=C(NCCc1ccc(C(F)(F)F)cc1)C1CC(=O)N(c2ccc3c(c2)OCCO3)C1 (stereo not given)
→ -2 | / | -2 | 4 | 99 | 98 | 0 | 98

The results go on:
Fields: AHR act | EBNA-1 inhibitor | procasp3 activ | procasp7 counter | LAP4-GFP MLPCN | RPL19A TOR yeast | ZTA counter | MEP2-GFP yeast
41: COc1cc(OC)c(C(=O)NNC(=O)CN(C)S(=O)(=O)c2ccc(Cl)cc2)cc1OC
→ -2 | -2 | 1 | 2 | 103 | 98 | 6 | 102
42: CCC(C)c1ccc(O)c(/C=N/O)c1 (stereo not given)
→ 6 | -2 | 3 | 4 | 90 | 104 | 1 | 102
43: COc1ccc(OCCCCc2c(C)n[nH]c2C)cc1
→ -1 | -10 | -5 | -1 | 103 | 97 | -14 | 101
44: CCn1c(CNC(=O)COc2ccc(C(C)C)cc2)nnc1SCC(=O)Nc1ccccc1
→ 1 | 8 | -2 | -2 | 98 | 98 | -1 | 101
45: CCOC(=O)c1ccc(S(=O)(=O)NCCNCc2ccccc2)cc1
→ 0 | / | 8 | -4 | 92 | 100 | / | 100
46: O=C(NCc1ccc2c(c1)OCO2)c1cc(-c2ccccc2)on1
→ 2 | 18 | -1 | 7 | 110 | 100 | 4 | 105
47: Cc1cc(C)n(-c2ccnc3cc(Cl)ccc23)n1
→ 5 | 8 | 3 | 0 | 98 | 103 | -4 | 108
48: CCN(CC)CCn1c2c(c(SCC(=O)Nc3ccc4c(c3)OCCO4)nc1=O)CCC2
→ 0 | 4 | -1 | 10 | 89 | 90 | -7 | 101
49: COc1ccc([C@@H]2Sc3ccccc3NC(=O)[C@@H]2O)cc1
→ 0 | -6 | 10 | -3 | / | 103 | -9 | 106
50: CC(=O)c1ccc(OC(C)C)c(CC(C(N)=O)C(N)=O)c1
→ -5 | 12 | -1 | 8 | 91 | 93 | 6 | 98
51: Cc1onc(-c2ccccc2)c1C(=O)Nc1nnc(N(C)Cc2ccccc2)s1
→ 14 | 1 | -1 | 1 | 99 | 100 | -27 | 105
52: CCOC(=O)C1(Cc2cccc(OC)c2)CCCN(S(=O)(=O)CC)C1 (stereo not given)
→ 3 | -1 | -8 | -17 | 93 | 105 | 3 | 110
53: Cc1c(C(=O)Nc2ccncc2)sc2nc(-c3ccc(F)cc3)cn12
→ -10 | 6 | 1 | 4 | 112 | 96 | 7 | 96
54: N#Cc1cnc(SCC(=O)Nc2ccccc2C(F)(F)F)nc1N
→ 2 | 3 | 1 | 7 | 104 | 99 | -11 | 101
55: COCCn1c(=S)[nH]c2cc(C(=O)N3CCN(Cc4ccc5c(c4)OCO5)CC3)ccc2c1=O
→ 1 | -13 | -8 | -1 | 106 | 107 | -2 | 101
56: CC1CCN(C(=O)CCCC(=O)O)CC1
→ -5 | 7 | 7 | 4 | 97 | 112 | 7 | 109
57: Cc1ccc2occ(/C=C/C(=O)c3ccccc3O)c(=O)c2c1
→ 1 | -2 | -9 | 6 | 99 | 96 | 11 | 102
58: Cc1sc2ncnc(OCC(=O)NCc3cccs3)c2c1C
→ 3 | -5 | 6 | -9 | 95 | 95 | -1 | 94
